Rin1-Abl PPI inh – blocks binding of human Rin1 to Abl; AID 588664; TR-FRET Rin1/Abl binding, biochemical; P00519+Q13671; hit rate 0.4% among 360,000; inhibition, % at 7.35 µM; in the data active = inhibition above about 5%, passing the limit was not always enough
SKN-1 inh – inhibitors of C. elegans SKN-1 | C. elegans VP596 Pgst-4::GFP/RFP ratio, acrylamide-induced, 24 h | inhibition, % at 21.8 µM | hit rate 0.49% among 360,000 | AID 624304;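 active = interference check ratio from 0.5 to 1.5 plus GFP to RFP signal ratio inhibition reaching or exceeding a fixed threshold, cut at about 30% in these data, passing the limit was not always enough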; also: some compounds called inactive have numbers as strong as hits
MT1-MMP act inh – inhibitors of human MT1-MMP activation | P50281 | HT1080 RFP-PRO-GFP cells, GFP/RFP ratio fluorescence, overnight; percent of plate control window, DMSO zero | GFP/RFP ratio change, % at 20 µM | hit rate 0.061% among 360,000 | AID 651647;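 active = GFP/RFP ratio change of at least 30% with cell ATP level not reduced by more than half and red fluorescence within 50% of control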; also: strong numbers were not always called active
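Assay system: HT1080 RFP-PRO-GFP cells | Dosing: 20 µM single dose, 1% DMSO | Incubation: Cells overnight before dosing, compound overnight, 37 °C, 5% CO2 | Evaluation: GFP/RFP fluorescence ratio | Control set: DMSO-only wells and HT1080 RFP-L50D-GFP cell wells as references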
eLon inh – inhibitors of E. coli Lon protease | P0A9M0 | purified E. coli Lon protease, fluorescence polarization | inhibition, % at 7.94 µM | hit rate 0.42% among 360,000 | AID 602123; in the data active = inhibition above about 13%, passing the limit was not always enough;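 also: 0% = enzyme with probe and DMSO and 100% = no enzyme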
PABP1 MLLE inh – inhibitors of microRNA-mediated deadenylation, human PABP1 MLLE binding; inhibition, % at 20 µM; AID 588489; hit rate 0.36% among 360,000; GST-MLLE / FITC-PAM2 fluorescence polarization; P11940; in the data active = inhibition above about 35%, passing the limit was not always enough;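 also: plate controls were DMSO wells with GST-MLLE for no effect and wells lacking GST-MLLE protein for full effect; some results filed as inactive read as strong as hits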
FAS TE block – blocks the thioesterase domain of human fatty acid synthase. P49327. recombinant FAS-TE, OMFH fluorogenic substrate, fluorescence endpoint. inhibition, % at 15 µM. hit rate 0.67% among 360,000. AID 602261;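 active = compounds whose normalised, plate-corrected inhibition of enzyme fluorescence in the single-dose primary screen is 50% or more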;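 also: 0% = DMSO with enzyme and 100% = substrate without enzyme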
Target sequence (P49327 whole entry, looked up, the tested form may be a part): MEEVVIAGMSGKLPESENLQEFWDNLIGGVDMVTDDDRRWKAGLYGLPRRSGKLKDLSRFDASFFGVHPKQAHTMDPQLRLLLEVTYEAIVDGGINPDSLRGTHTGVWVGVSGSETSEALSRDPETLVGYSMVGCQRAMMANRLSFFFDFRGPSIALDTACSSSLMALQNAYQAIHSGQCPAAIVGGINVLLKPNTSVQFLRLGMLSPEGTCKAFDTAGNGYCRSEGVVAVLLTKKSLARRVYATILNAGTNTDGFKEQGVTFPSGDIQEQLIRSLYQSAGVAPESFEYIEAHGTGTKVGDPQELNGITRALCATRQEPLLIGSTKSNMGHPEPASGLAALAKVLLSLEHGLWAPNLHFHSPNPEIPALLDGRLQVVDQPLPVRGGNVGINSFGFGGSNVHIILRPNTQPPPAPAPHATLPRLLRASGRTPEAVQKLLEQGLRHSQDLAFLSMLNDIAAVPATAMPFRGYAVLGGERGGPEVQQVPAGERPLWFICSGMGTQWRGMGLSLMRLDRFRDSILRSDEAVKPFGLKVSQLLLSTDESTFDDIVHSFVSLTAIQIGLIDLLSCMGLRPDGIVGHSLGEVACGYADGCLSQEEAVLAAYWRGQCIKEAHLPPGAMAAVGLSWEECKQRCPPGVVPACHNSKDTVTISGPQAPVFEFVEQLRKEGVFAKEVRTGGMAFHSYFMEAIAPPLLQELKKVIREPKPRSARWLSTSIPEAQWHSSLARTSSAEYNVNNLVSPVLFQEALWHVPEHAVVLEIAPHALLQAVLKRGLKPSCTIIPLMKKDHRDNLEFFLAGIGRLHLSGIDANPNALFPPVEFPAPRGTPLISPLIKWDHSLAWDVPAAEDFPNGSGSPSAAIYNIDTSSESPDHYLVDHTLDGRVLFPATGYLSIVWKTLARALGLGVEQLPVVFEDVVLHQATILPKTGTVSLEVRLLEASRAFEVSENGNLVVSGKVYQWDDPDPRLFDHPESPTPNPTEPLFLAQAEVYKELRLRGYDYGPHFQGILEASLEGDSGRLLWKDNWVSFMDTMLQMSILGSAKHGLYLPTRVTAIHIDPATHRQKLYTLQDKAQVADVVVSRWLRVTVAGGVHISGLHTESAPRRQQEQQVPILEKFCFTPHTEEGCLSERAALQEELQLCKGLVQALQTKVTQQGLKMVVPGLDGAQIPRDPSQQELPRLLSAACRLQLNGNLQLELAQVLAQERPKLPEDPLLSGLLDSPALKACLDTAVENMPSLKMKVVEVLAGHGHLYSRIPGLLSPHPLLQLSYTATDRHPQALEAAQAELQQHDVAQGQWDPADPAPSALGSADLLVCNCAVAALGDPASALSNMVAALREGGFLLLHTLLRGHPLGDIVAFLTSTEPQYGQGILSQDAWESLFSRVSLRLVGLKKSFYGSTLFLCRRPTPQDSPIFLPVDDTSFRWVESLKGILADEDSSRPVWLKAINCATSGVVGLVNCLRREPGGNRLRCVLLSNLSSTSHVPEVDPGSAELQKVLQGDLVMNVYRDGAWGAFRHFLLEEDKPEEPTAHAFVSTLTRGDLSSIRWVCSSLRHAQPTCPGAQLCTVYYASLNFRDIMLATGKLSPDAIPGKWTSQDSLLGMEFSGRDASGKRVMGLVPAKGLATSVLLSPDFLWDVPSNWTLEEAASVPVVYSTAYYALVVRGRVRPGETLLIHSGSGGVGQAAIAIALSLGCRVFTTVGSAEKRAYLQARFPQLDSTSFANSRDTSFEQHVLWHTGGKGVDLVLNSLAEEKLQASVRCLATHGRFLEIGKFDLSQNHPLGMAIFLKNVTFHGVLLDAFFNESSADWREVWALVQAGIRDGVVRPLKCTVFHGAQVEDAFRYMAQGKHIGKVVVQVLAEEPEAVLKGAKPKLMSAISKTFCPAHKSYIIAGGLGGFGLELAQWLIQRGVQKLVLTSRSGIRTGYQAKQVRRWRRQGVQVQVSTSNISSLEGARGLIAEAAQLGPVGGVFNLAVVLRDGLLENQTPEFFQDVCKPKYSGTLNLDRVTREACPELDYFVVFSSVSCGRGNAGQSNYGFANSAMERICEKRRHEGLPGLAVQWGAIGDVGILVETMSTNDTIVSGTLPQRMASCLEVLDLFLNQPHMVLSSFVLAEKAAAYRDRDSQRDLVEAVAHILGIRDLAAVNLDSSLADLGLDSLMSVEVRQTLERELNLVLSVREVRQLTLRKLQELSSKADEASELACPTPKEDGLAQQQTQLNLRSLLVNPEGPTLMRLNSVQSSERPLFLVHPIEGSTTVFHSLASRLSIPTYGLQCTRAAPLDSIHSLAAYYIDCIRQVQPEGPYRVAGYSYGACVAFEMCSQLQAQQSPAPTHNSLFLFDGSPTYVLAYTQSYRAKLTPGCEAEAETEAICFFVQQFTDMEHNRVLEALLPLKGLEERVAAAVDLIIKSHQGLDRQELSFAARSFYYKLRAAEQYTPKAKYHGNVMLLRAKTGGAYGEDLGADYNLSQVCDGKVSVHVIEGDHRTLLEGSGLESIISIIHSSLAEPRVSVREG
NRP1-CendR mod – alters CendR peptide binding to human NRP-1. inhibition, % at 25 µM. O14786. FAM-RPARPAR peptide binding to NRP-1, fluorescence polarization. hit rate 0.85% among 360,000;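 active = inhibition or corrected inhibition above about 18%, plus a signal ratio from 0.5 to 1.5, limit read from the data, passing the limit was not always enough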; also: strong numbers were not always called active
MsrA act – activators of bovine methionine sulfoxide reductase A; purified bovine MsrA, absorbance read-out; activation, % at 10.6 µM; hit rate 0.3% among 360,000; AID 602163; in the data active = activation above about 7.5%;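 also: 0% = vehicle and 100% = reference activator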
Neddyl block – inhibitors of human cullin neddylation | P61081+Q13564 | TR-FRET cullin neddylation, biochemical | calls only at 25 µM | hit rate 0.58% among 360,000 | AID 651699; in the data active = inhibition above about 36%
An asterisk follows results filed as active; i = inactive; · = no result given; + = active, no number.

Compound,eLon inh,MsrA act,MT1-MMP act inh,FAS TE block,Rin1-Abl PPI inh,PABP1 MLLE inh,SKN-1 inh,Neddyl block,NRP1-CendR mod
O=[N+]([O-])c1cccc(-n2nncc2-c2ccccc2)c1,-9.7,-0.1,-1.0,-4.2,-1.5,-11.9,4.7,i,7.2
CC(=O)N1CCN(c2ccc(NCc3ccc(-c4ccc(Br)cc4)o3)cc2)CC1,1.8,-1.7,11.4,10.1,-2.3,-16.8,16.9,i,-30.6
O=Cc1c(Nc2cccc(C(F)(F)F)c2)nc2ccccn2c1=O,0.0,-2.7,-2.4,1.2,6.1,0.9,2.2,i,-9.4
N#C/C(=C\c1ccncc1)c1nc2c(s1)CCCC2,-40.9,-13.5,0.1,-6.7,2.3,-7.5,3.3,+,6.4
COc1ccc(N2c3ccccc3CN(Cc3ccccc3)[C@@H](C)[C@H]2Cc2ccc(-c3ccccc3)cc2)cc1,·,·,5.5,·,·,·,2.0,i,4.1
COc1cc(C)c(CN2CCC(n3nccc3NC(=O)C3CC3)CC2)cc1C,3.6,1.9,-0.7,-7.8,0.5,-10.9,-1.7,i,10.0
Cc1ccc(S(=O)(=O)N[C@@H](Cc2ccccc2)C(=O)CCl)cc1,-6.3,-3.3,2.0,36.2,2.7,4.2,0.7,i,-1.2
Cc1cccc(C(C)C)c1NC(=O)CN(C)Cc1cccc(F)c1,1.9,-8.1,1.0,-0.2,-0.8,4.8,1.5,i,8.8
S=C(NCc1ccc(Cl)cc1)N1CCN(c2ccccn2)CC1,1.7,-9.6,1.2,4.4,3.9,-132.1,-5.2,i,10.4
O=C(N/N=C/c1c(O)ccc2ccccc12)c1ccc[n+](CCO)c1,-10.4,-2.0,6.2,-5.4,-15.8,-35.1,5.1,i,-20.6
CC(CNC1CCCCC1)OC(=O)c1ccccc1 (stereo not drawn),2.4,-1.0,1.6,-1.8,-6.2,4.8,-5.2,i,-2.2
COc1ccc(CC(=O)Nc2cc(C)ccn2)cc1OC,-2.9,-2.2,-1.8,-4.6,0.6,-5.8,0.9,i,6.3
Cc1ccc(NC2CNC(=O)NC2=O)cc1C (stereo not drawn),1.0,-0.4,0.8,-8.6,1.4,13.2,4.9,i,2.4
COc1ccc(CC(=O)N(C)CC(=O)Nc2ccccc2Cl)cc1S(=O)(=O)N1CCOCC1,1.0,-2.3,-1.0,-7.7,-0.6,4.8,-4.3,i,-2.3
Cc1ccc([N+](=O)[O-])c(OCCN2C(=O)NC(C)(C)C2=O)c1,-7.8,-1.1,3.5,-3.2,-3.4,-3.4,-0.7,i,2.5
CC(C)CC(NC(=O)c1ccccc1NC(=O)c1ccccc1)C(=O)O (stereo not drawn),9.3,-1.0,-2.5,-8.3,1.5,-1.6,-2.6,i,12.3
COc1ccc(C(=O)NC(=S)Nc2nc(-c3ccc(OC)c(Br)c3)cs2)cc1Br,-0.2,-3.4,-8.0,24.2,3.4,12.6,15.2,i,0.1
COc1ccc(OC)c(NC(=O)CSc2nnc(Cn3c(=O)sc4ccccc43)n2C)c1,-0.2,-1.1,2.3,-5.2,-0.7,1.5,1.8,i,-7.3
Cc1cccc(N2CCN(C(=O)N3CCCCC3)CC2)c1C,-1.3,0.3,-2.7,-1.7,-0.1,3.9,0.4,i,4.5
O=C(CNC(=O)c1ccc(Br)o1)NC1CCCCC1,0.9,-3.0,-2.9,-4.6,-0.5,1.9,15.0,i,5.7
COc1ccc2c(c1)nc(SCC(O)c1ccccc1)n2C (stereo not drawn),2.2,-1.3,2.2,-1.9,1.9,7.4,-2.0,i,3.4
CCC1(c2ccccc2)NC(=O)N(CC(=O)N(C)CC(=O)Nc2ccc(F)c(F)c2F)C1=O (stereo not drawn),-12.8,-4.6,1.9,-5.5,1.9,-50.8,16.6,i,-10.2
CCCOc1ccc(C2C(C(=O)c3ccc(C)o3)=C(O)C(=O)N2CCN2CCOCC2)cc1OC (stereo not drawn),8.0,-0.8,-5.7,-3.1,1.8,2.6,1.6,i,9.3
CCn1c(Cc2ccccc2)nnc1SCC(=O)Nc1ccc(N2CCOCC2)c(Cl)c1,-9.7,-4.9,-0.4,-1.9,1.3,-5.1,-19.9,i,-0.4
C[C@H](CO)N1C[C@H](C)[C@@H](CN(C)Cc2ccc(Cl)c(Cl)c2)OCc2cnnn2CCCC1=O,4.2,-1.4,-5.8,-2.3,-2.1,1.2,7.4,i,-1.1
CC(=O)c1cccc(NC(=O)N2CCCC2C(=O)Nc2cccc(C)c2C)c1 (stereo not drawn),-2.9,-3.3,2.4,-0.4,-0.2,-6.5,-13.5,i,7.1
CCNC(=S)N1CCN(Cc2ccc3c(c2)OCO3)CC1,-5.5,-1.2,-0.8,-1.7,-1.1,-105.8,4.6,i,-5.3
COC(=O)c1cc(OC)c(OC)cc1NC(=O)Nc1ccc(OC)cc1OC,-1.0,-2.5,9.6,-3.6,-2.4,1.6,0.0,i,9.1
CCOC(=O)N1CCN(C(=O)c2cccc(S(=O)(=O)Nc3ccc(Br)cc3)c2)CC1,-9.5,-0.4,-2.0,-0.4,-0.9,4.3,8.3,i,3.4
CCCCc1c(-c2cccc(Br)c2)ncn1CCc1ccccc1OC,-3.2,0.8,-8.3,25.1,·,·,4.6,i,-6.5
COc1ccc(NS(=O)(=O)c2ccc(OC)c(OC)c2)cc1OC,-6.0,0.9,-1.4,-4.0,2.9,-14.6,6.1,i,5.7
O=C1NCCN1Cc1ccc(Cl)cc1,-7.7,-4.5,2.0,1.3,1.1,4.0,0.7,i,1.1
CCCS(=O)(=O)c1c(S(=O)(=O)CCC)c2cc(-c3ccncc3)ccn2c1C(=O)OC,-1.8,-2.6,2.7,4.8,-0.1,-7.2,-6.2,·,8.8
C=CC[C@@H](CC(=O)N(CCO)Cc1ccccc1)C(=O)N[C@H](COC(=O)[C@@H](CC=C)CC(=O)OC(C)(C)C)Cc1ccccc1,-2.7,1.9,-22.7,14.0,-3.2,-3.9,-8.1,i,2.8
CCn1ncc(CNC(=O)CCCSc2nc(-c3ccco3)cc(C(F)(F)F)n2)c1C,3.4,-9.6,-8.6,-3.5,1.9,1.4,0.7,i,13.2
Nc1sc2c(c1C(=O)NC1CC1)CCCC2,-13.7,-4.1,-3.8,-9.1,4.3,8.6,4.1,i,-20.7
COC(=O)c1ccc(NC(=O)COC(=O)CCC2CCCC2)cc1,13.4,-3.6,1.7,14.9,-0.4,-14.3,7.9,i,-0.4
COc1ccc(CCNS(=O)(=O)c2cc(C(=O)O)c(Cl)cc2Cl)cc1,1.9,-3.2,0.6,-3.8,-0.1,-1.8,9.2,i,-1.7
COc1ccc2cc(C(=O)C3CCCN(Cc4cnc(C)s4)C3)ccc2c1 (stereo not drawn),-1.4,0.4,-4.2,5.6,2.6,-6.0,1.4,·,-6.7
CCc1ccc(CNC(=O)C2CCN(S(=O)(=O)N3CCCC3)CC2)cc1,0.9,-5.4,-1.4,-2.1,0.9,-6.6,-2.4,i,10.9
CCN1CCN(c2nc3ccccn3c(=O)c2C=O)CC1,20.2*,-3.9,-2.1,-9.2,-0.7,12.8,1.8,·,-2.5
c1ccc(-c2nn[nH]n2)nc1,3.3,-3.2,-2.9,-1.5,-0.3,-4.3,-0.9,i,5.4
O=C(O)CSCC(=O)Nc1ccccn1,-4.6,-3.0,1.5,-6.2,1.6,-6.5,-2.1,i,-3.5
CCNC(=O)c1c(C)nc2ccccn12,16.0*,-2.2,-1.1,-9.0,-0.9,-9.7,9.6,i,9.5
CSc1nc2nc(C)cc(-c3ccccc3)n2n1,0.6,-0.5,1.7,-1.7,-1.7,-3.2,4.5,i,2.5

Single records, as listed above.
`CCNC(=O)c1c(C)nc2ccccn12` reads eLon inh = 16.0*; MsrA act = -2.2; MT1-MMP act inh = -1.1; FAS TE block = -9.0; Rin1-Abl PPI inh = -0.9; PABP1 MLLE inh = -9.7; SKN-1 inh = 9.6; Neddyl block = i; NRP1-CendR mod = 9.5
`CCn1ncc(CNC(=O)CCCSc2nc(-c3ccco3)cc(C(F)(F)F)n2)c1C` reads eLon inh = 3.4; MsrA act = -9.6; MT1-MMP act inh = -8.6; FAS TE block = -3.5; Rin1-Abl PPI inh = 1.9; PABP1 MLLE inh = 1.4; SKN-1 inh = 0.7; Neddyl block = i; NRP1-CendR mod = 13.2

The listing continues:
Compound,eLon inh,MsrA act,MT1-MMP act inh,FAS TE block,Rin1-Abl PPI inh,PABP1 MLLE inh,SKN-1 inh,Neddyl block,NRP1-CendR mod
O=C1CCC([N+](=O)[O-])C(c2ccc(Cl)cc2)N1 (stereo not drawn),-4.7,-3.9,6.6,-7.4,3.3,-5.9,10.0,i,4.0
Cc1cccn2c(=O)c(C=NCc3ccco3)c(Nc3ccc(SC(F)F)cc3)nc12,3.7,0.9,0.3,14.0,0.5,-11.8,19.2,i,-0.3
Cc1ccn2cc(CNC(=O)c3ccc(Br)o3)nc2c1,-1.5,-2.1,-4.2,-0.1,1.1,3.2,-4.5,i,7.3
O=C1NN(c2ccc(F)cc2)C(=O)/C1=C\C=C\c1ccco1,-0.9,-3.7,2.3,-13.0,0.0,-0.4,1.8,i,-2.2
CCOc1ccc(C(=O)CN2CCN(S(=O)(=O)c3ccc(Br)cc3)CC2)cc1,0.7,-3.6,-2.4,5.5,-1.0,1.7,-2.3,i,-8.8
Cc1ccc(C(NC(=O)Nc2ccccn2)C(Cl)(Cl)Cl)cc1F (stereo not drawn),-3.4,-2.8,-1.0,2.1,2.3,-4.9,0.5,i,2.2
CNCCCOc1ccc(Cl)cc1C(C)(C)C,2.6,0.3,-10.3,-6.3,0.7,0.6,-2.2,i,13.0
CCC1CSC(=Nc2ccc(C)cc2)N1C(=O)CN1C(=O)NC2(CCCC2)C1=O (stereo not drawn),-4.9,-1.9,4.7,7.7,0.5,-13.8,28.8,i,-1.6
CCNC(=O)c1ccc(CSc2ccc(Cl)cc2)cc1,1.3,-2.0,-1.7,0.5,3.7,4.5,-1.1,i,3.9
CCOC(=O)C1(C)CCN1C(=O)c1ccc(OC)cc1 (stereo not drawn),2.6,-3.4,1.7,-5.5,-2.9,11.4,18.2,i,-2.4
CCN(c1cccc(C)c1)S(=O)(=O)c1c(C)[nH]c(=O)[nH]c1=O,-3.1,-2.2,-1.9,-8.7,0.3,3.9,-8.9,i,-3.6
Cc1coc2cc3oc(=O)c(CCC(=O)N[C@@H](CCCNC(N)=O)C(=O)O)c(C)c3cc12,2.2,-8.8,3.2,-5.8,-1.4,4.7,-1.7,·,3.9
COc1cc(NC(=S)NN2CCN(C)CC2)cc(OC)c1,3.5,0.9,-8.5,-7.4,-0.8,12.0,12.9,i,4.4
CCNC(=O)CN(c1ccccc1OC)S(=O)(=O)c1cccs1,-16.6,-0.7,1.0,-7.7,-2.2,-1.8,1.8,i,-7.7
Cc1ccc(C)n1NC(=O)c1cccc(Cl)c1,-8.1,-3.7,-6.5,-0.2,-3.3,1.3,-18.1,i,0.7
CC1(C2CC2)NC(=O)N(CC(=O)NCC(=O)Nc2ccc(F)c(F)c2F)C1=O (stereo not drawn),-10.8,-3.6,-2.9,-3.2,0.7,-10.4,0.9,i,4.2

Of the compounds above, two contain a CF3 group:
Compound,eLon inh,MsrA act,MT1-MMP act inh,FAS TE block,Rin1-Abl PPI inh,PABP1 MLLE inh,SKN-1 inh,Neddyl block,NRP1-CendR mod
O=Cc1c(Nc2cccc(C(F)(F)F)c2)nc2ccccn2c1=O,0.0,-2.7,-2.4,1.2,6.1,0.9,2.2,i,-9.4
CCn1ncc(CNC(=O)CCCSc2nc(-c3ccco3)cc(C(F)(F)F)n2)c1C,3.4,-9.6,-8.6,-3.5,1.9,1.4,0.7,i,13.2

Screening results as filed in PubChem.
